Screens deposited in PubChem by several laboratories.
Scp1 inh – blocks human Scp-1 phosphatase activity; Q9GZU7; Recombinant Scp1, phosphopeptide, malachite green phosphate absorbance; inhibition, % at 20 µM; hit rate 0.88% among 340,000; AID 493091;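 active means inhibition above about 50% at 20 µM, limit read from the data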;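 further: plate controls were DMSO wells with enzyme for no effect and wells lacking enzyme for full effect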
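Incubation: 45 min enzyme reaction at room temperature / System: truncated SCP-1 phosphatase (76-261aa) / Reagent: Phospho 17-mer peptide substrate / Buffer or medium: Acidic Tris acetate buffer with magnesium and detergent / Signal: absorbance at 630 nm / Doses: one concentration, 20 µM, with 1.0% DMSO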
DNMT1 block – DNMT1 (human) enzyme inhibition | hit rate 0.83% among 360,000 | AID 588458 | DNMT1 molecular beacon, Hinp1I cleavage, fluorescence | P26358 | inhibition (reported as % activation of signal), % at 10 µM; in the data active means inhibition above about 50%
STEP block – inhibitors of human striatal-enriched phosphatase STEP; recombinant STEP, OMFP fluorogenic substrate, fluorescence; inhibition, % at 20 µM; AID 588621; hit rate 0.25% among 360,000;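 active means inhibition at 20 µM, scaled per plate between control wells, above about 37%, limit read from the data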;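 further: 0% = DMSO with enzyme and substrate and 100% = substrate only without enzyme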
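System: STEP (striatal-enriched tyrosine phosphatase) enzyme, cell-free; medium: Bis-Tris pH 6.0 buffer with DTT, detergent; dosing: 20 µM, 1% DMSO; times: reaction 20 min, ambient temperature; detection: fluorescence, 480/540 nm; read-out basis: normalized % inhibition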
MsrA act – activators of bovine methionine sulfoxide reductase A | AID 602163 | hit rate 0.3% among 360,000 | activation, % at 10.6 µM | purified bovine MsrA, absorbance read-out; in the data active means activation above about 7.5%;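 further: 0% = vehicle and 100% = reference activator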
CendR NRP1 mod – NRP-1/CendR interaction modulation; AID 602438; FAM-RPARPAR peptide binding to NRP-1, fluorescence polarization; hit rate 0.85% among 360,000; inhibition, % at 25 µM; O14786;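 active means inhibition or corrected inhibition above about 18%, plus a signal ratio from 0.5 to 1.5, limit read from the data, passing the limit was not always enough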; further: strong numbers were not always called active
Target sequence (O14786 whole entry, looked up): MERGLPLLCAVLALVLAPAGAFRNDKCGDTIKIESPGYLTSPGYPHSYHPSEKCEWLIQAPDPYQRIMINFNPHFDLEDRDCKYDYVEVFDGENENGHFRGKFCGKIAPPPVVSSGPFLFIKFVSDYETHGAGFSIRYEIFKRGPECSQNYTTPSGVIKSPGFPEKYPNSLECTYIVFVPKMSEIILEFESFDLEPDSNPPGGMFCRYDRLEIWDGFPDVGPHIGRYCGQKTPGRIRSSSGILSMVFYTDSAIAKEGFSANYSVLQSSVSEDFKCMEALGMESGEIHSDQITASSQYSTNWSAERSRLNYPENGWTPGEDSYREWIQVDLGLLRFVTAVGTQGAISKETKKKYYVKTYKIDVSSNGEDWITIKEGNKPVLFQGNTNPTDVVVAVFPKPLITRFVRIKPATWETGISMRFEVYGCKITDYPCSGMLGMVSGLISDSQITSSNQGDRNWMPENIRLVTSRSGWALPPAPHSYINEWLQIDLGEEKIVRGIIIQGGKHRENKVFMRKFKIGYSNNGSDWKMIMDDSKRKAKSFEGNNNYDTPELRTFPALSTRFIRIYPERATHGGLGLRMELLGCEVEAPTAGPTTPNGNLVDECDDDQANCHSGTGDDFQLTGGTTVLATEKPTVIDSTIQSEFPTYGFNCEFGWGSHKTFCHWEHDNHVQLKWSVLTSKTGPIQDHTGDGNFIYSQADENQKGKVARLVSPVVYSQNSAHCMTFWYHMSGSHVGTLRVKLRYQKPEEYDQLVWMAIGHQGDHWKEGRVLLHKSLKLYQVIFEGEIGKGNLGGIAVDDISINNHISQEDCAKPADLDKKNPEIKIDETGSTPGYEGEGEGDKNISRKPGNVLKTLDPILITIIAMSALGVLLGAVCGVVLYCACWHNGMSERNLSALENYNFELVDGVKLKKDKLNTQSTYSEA
SUMO1 PPI mod – SUMO1-SIM interaction modulation. P63165. SUMO1 binding to a labelled peptide, TR-FRET, 1 h. inhibition, % at 20 µM. hit rate 0.33% among 360,000. AID 602429; in the data active means inhibition above about 37%
eLon inh – E. coli protease La inhibition; P0A9M0; hit rate 0.42% among 360,000; purified E. coli Lon protease, fluorescence polarization; inhibition, % at 7.94 µM; in the data active means inhibition above about 13%, passing the limit was not always enough;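 further: 0% = enzyme with probe and DMSO and 100% = no enzyme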
LMPTP inh – blocks human LMPTP phosphatase | P24666 | recombinant LMPTP-A, OMFP fluorogenic substrate, fluorescence intensity | inhibition, % at 20 µM | hit rate 0.22% among 360,000 | AID 651560;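 active means compounds that cut the enzyme signal by at least half of the control window in the single-dose screen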;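 further: plate controls were DMSO wells with enzyme plus substrate for no effect and substrate without enzyme for full effect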
Target sequence (P24666 whole entry, looked up): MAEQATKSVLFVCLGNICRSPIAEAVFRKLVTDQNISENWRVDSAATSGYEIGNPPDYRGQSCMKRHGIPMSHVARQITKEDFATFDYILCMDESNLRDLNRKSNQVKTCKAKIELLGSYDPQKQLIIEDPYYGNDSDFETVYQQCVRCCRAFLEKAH
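Assay system: LMPTP-A, protein tyrosine phosphatase of low molecular weight / Medium: pH 6.0 Bis-Tris buffer with DTT and Triton X-100 / Schedule: 50 min enzyme reaction at room temperature, protected from light / Measured by: endpoint fluorescence intensity from OMFP dephosphorylation / Read-out basis: % inhibition relative to no-enzyme and uninhibited control wells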
TbMetRS inhib – blocks T. brucei methionyl-tRNA synthetase activity; purified T. brucei MetRS, ATP depletion, Kinase-Glo luminescence; inhibition, % at 11.9 µM; hit rate 0.4% among 360,000;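 active means inhibition above a per-plate cutoff of the control wells' mean inhibition plus 3 SD, cut at about 5.5% in these data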;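 further: 0% = DMSO wells median and 100% = median of wells with control inhibitor compound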
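assay system = parasite MetRS enzyme | timing = 15 min preincubation, 2 h reaction, all 25 °C | evaluation = percent inhibition relative to median high and low control wells | medium = HEPES buffer containing pyrophosphatase, BSA, spermine, DTT | compound = single dose, 11.9 µM final nominal, 0.9% final DMSO | detection = Kinase-Glo luminescence, ATP depletion format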
MsrA inhibitor – inhibitors of bovine MsrA; hit rate 0.75% among 360,000; inhibition, % at 15.5 µM; purified bovine MsrA, absorbance read-out; AID 651718; in the data active means inhibition above about 4.5%;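 further: 0% = vehicle wells with enzyme and 100% = reference inhibitor wells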
* hit, by the source's call; / = not tested or not shown; & = joins results of further samples.

SMILES | Scp1 inh | DNMT1 block | STEP block | MsrA act | CendR NRP1 mod | SUMO1 PPI mod | eLon inh | LMPTP inh | TbMetRS inhib | MsrA inhibitor
Nc1nc(SCC(=O)Nc2cc(Cl)c(Cl)cc2Cl)n[nH]1 | -7 | -1 | 2 | -1 | -3 | 3 | -1 | -0.9 | 0.0 | -0.6
O=C(OCC#Cc1c(COC(=O)c2ccccc2)nnn1Cc1ccccc1)c1ccccc1 | 1 | 2 | 0 | -8 | 9 | 2 | 3 | 3.8 | -0.4 | 0.8
CCCCN(CCCC)S(=O)(=O)c1ccc(NS(=O)(=O)c2ccc(NC(C)=O)cc2)cc1 | -6 | -1 | -3 | 3 | 11 | 6 | 7 | 2.7 | -0.4 | /
CC(C)(C)OC(=O)N1CCC[C@H]1C(=O)Nc1ccc(S(=O)(=O)C(F)F)cc1 | -1 | 2 | 2 | -3 | 1 | 3 | 0 | -1.6 | -0.2 | -0.2
O=C1CCc2cc(S(=O)(=O)Nc3ccccc3)cc3c2N1CC3 | 1 | -21 | 1 | 1 | 9 | 2 | -8 | 0.3 | -0.2 | -0.4
COc1ccccc1C(=O)N/C(=C\c1cn(C)c2ccccc12)C(=O)N1CCCC1 | -3 | 0 | 0 | 1 | 11 | -3 | -8 | 0.1 | -0.4 | 2.4
CCOc1ccc(NC(=O)CN(C)C(=O)c2cn(-c3ccc(C)cc3)nc2-c2cccc(OC)c2)cc1OCC | -18 | -25 | 0 | -2 | -2 | 2 | -3 | 5.8 | -0.2 | 0.9
COc1ccc(NC(=O)c2ccco2)c(NC(=O)Cc2cccs2)c1 | 2 | 0 | 2 | -3 | 8 | -2 | -10 | -0.7 | -0.6 | -0.6
CCOc1ccc(/C(O)=C2/C(=O)C(=O)N(CC3CCCO3)C2c2cccs2)cc1 (stereo unspecified) | -8 | 1 | 4 | -4 | 10 | -5 | -9 | -1.2 | 0.0 | 0.3
CC12CCC(=O)C=C1CCC1C2CCC2(C)C(c3csc(N)n3)CCC12 (stereo unspecified) | 3 | -6 | 3 | -1 | 0 | 2 | -6 | 13 | 0.0 | 0.2
O=C(Nc1ccc(Cc2ccncc2)cc1)c1ccc(S(=O)(=O)N2CCCC2)cc1 | -3 | -6 | -1 | -3 | -3 | 1 | -3 | 2.0 | 0.0 | 0.0
c1ccc(C(c2ccccc2)c2noc(CN3CCC(c4ccncc4)CC3)n2)cc1 | 5 | -6 | -6 | -6 | 1 | -3 | -1 | -0.7 | -0.8 | 0.2
CCn1c(COc2ccccc2OC)nc2ccccc21 | -5 | 0 | 0 | 1 | 1 | 3 | -2 | -0.2 | -0.1 | -1.2
COc1ccc(/C=N/Nc2nc(N3CCCC3)nc(N3CCCC3)n2)cc1 | -6 | 0 | -4 | -3 | 6 | -2 | 3 | -0.5 | 0.1 | -0.6
COc1cc2c(cc1OC)C(c1cc(Br)c(OC)c(OC)c1)CC(=O)N2 (stereo unspecified) | 2 | 1 | -1 | -6 | -7 | -6 | 8 | 0.2 | -0.8 | 0.9
COc1ccc(N2CCN(C3CC(=O)N(Cc4ccccc4)C3=O)CC2)cc1 (stereo unspecified) | -7 | -14 | 4 | -5 | -10 | -2 | -10 | 1.1 | -0.5 | 0.2
CNC(=O)c1nn(-c2ccc(Cl)cc2)ccc1=O | -12 | 3 | 0 | -11 | 5 | -2 | 3 | -1.6 | -0.7 | 2.5
CC(=O)Nc1ccc(OCc2cccc3ccccc23)cc1 | -15 | -49 | -1 | -1 | 11 | 5 | 1 | 1.7 | 0.4 | -0.9
Cc1nc(-c2ccccc2)cc(N2CCCC2)n1 | -1 | 0 | 1 | -4 | -8 | -2 | -5 | 5.8 | -0.6 | -0.9
O=[N+]([O-])c1ccc(N/N=C/c2ccc(O)c(O)c2O)c(S(=O)(=O)N2CCOCC2)c1 | 3 | 62* | 6 | -6 | 4 | 22 | -8 | 67* | 0.5 | 2.2
Cc1ccc(C(=O)OC(C)C(=O)c2cc(C)c(C)cc2C)o1 (stereo unspecified) | 31 | 9 | 14 | -3 | 16 | 2 | -8 | 4.2 | 0.1 | /
O=C(c1ccc(Br)cc1)c1cc(-c2ccccn2)c(N2CCOCC2)s1 | -5 | -2 | 3 | 0 | -19 | 11 | -3 | 2.0 | -0.3 | 0.3
CCOc1ccccc1NC(=O)COC(=O)Cc1ccsc1 | -4 | 26 | 2 | -2 | 7 | -2 | -1 | -0.8 | -0.4 | -0.3
COc1ccc(-n2cc(C(=O)c3ccc4ccccc4c3O)cn2)cc1 | -5 | -1 | 0 | -10 | 0 | -1 | -6 | -0.3 | -0.8 | 0.3
Cn1c(=O)c2c(ncn2CC(COCc2ccccc2Cl)OCc2ccccc2Cl)n(C)c1=O (stereo unspecified) | -4 | -1 | 4 | -4 | 6 | 0 | 2 | -0.9 | -1.0 | 0.4

An excerpt from the list above, for reference:
SMILES | Scp1 inh | DNMT1 block | STEP block | MsrA act | CendR NRP1 mod | SUMO1 PPI mod | eLon inh | LMPTP inh | TbMetRS inhib | MsrA inhibitor
COc1ccc(-n2cc(C(=O)c3ccc4ccccc4c3O)cn2)cc1 | -5 | -1 | 0 | -10 | 0 | -1 | -6 | -0.3 | -0.8 | 0.3
Cn1c(=O)c2c(ncn2CC(COCc2ccccc2Cl)OCc2ccccc2Cl)n(C)c1=O (stereo unspecified) | -4 | -1 | 4 | -4 | 6 | 0 | 2 | -0.9 | -1.0 | 0.4

Compound profiles, from the list above. Order of screens: Scp1 inh	DNMT1 block	STEP block	MsrA act	CendR NRP1 mod	SUMO1 PPI mod	eLon inh	LMPTP inh	TbMetRS inhib	MsrA inhibitor
Cn1c(=O)c2c(ncn2CC(COCc2ccccc2Cl)OCc2ccccc2Cl)n(C)c1=O (stereo unspecified) reads -4	-1	4	-4	6	0	2	-0.9	-1.0	0.4
Cc1nc(-c2ccccc2)cc(N2CCCC2)n1 reads -1	0	1	-4	-8	-2	-5	5.8	-0.6	-0.9

More compounds:
SMILES | Scp1 inh | DNMT1 block | STEP block | MsrA act | CendR NRP1 mod | SUMO1 PPI mod | eLon inh | LMPTP inh | TbMetRS inhib | MsrA inhibitor
CCOC(=O)c1cnc(-n2nc(C)cc2C)nc1N(CC)CC | -2 | 0 | -1 | 1 | -18 | 5 | 2 | -1.2 | 0.3 | -0.4
CCN(CC)C(=O)C1CCCN(C(=O)c2cc(COc3cccc(OC)c3)on2)C1 (stereo unspecified) | 1 | -1 | -4 | -3 | 2 | 4 | -1 | -0.1 | -0.5 | -0.8
COc1ccc(CN2C(=O)C(C)Nc3ncnc(N4CCN(c5ccccc5)CC4)c32)cc1 (stereo unspecified) | 0 | -14&-9 | 0&2 | -3&-4 | -21&11 | 4&2 | -8&-10 | 2.9&1.8 | -0.2&-0.2 | -0.8&-0.6
O=C(NCC1CCCCC1)C1(CC2CC(c3ccc(Cl)cc3)=NO2)CCNCC1 (stereo unspecified) | -3 | 3 | -3 | -2 | -5 | -31 | 6 | -0.7 | -0.5 | -0.8
O=C(O)CC(CC(=O)N1CCN(C(=O)c2ccco2)CC1)c1ccccc1 (stereo unspecified) | -5 | 1 | -3 | -2 | -9 | 1 | 7 | -0.4 | -0.3 | -1.0
CCc1ccc(N2CC(C(=O)OCC(=O)N(CC)c3c(N)n(Cc4ccccc4)c(=O)[nH]c3=O)CC2=O)cc1 (stereo unspecified) | -10 | 2 | -3 | 0 | 6 | 6 | -4 | -0.8 | -0.3 | -0.9
O=C(NC1CCCCC1)C(c1ccccc1)N1CCCC1 (stereo unspecified) | 3 | 4 | 2 | -5 | 2 | -2 | -4 | -1.0 | -0.5 | -0.5
N#CC1=C(N)Oc2cc(O)ccc2C1c1ccccc1 (stereo unspecified) | -5 | -1 | -1 | -3 | -12 | 9 | 0 | -0.8 | 0.3 | -0.5
Cc1ccc(N2C(=O)CSC2=S)cc1C | -9 | 3 | 0 | -1 | -6 | 0 | 3 | 2.8 | -0.4 | 2.6
COc1ccc(N2CCN(S(=O)(=O)c3ccc4c(c3)CCCC4)CC2)c([N+](=O)[O-])c1 | -15 | -5 | -1 | -1 | -9 | -4 | -5 | 4.1 | -0.6 | 0.2
CCN(CC)S(=O)(=O)c1cc(NC(=O)CN2CCN(c3ccccn3)CC2)ccc1C | -3 | -1 | 7 | -3 | 1 | 4 | -3 | 2.1 | -0.3 | 1.5
CC(=O)c1ccc(OCc2ccccc2)c(C)c1O | -14 | -1 | 4 | -1 | -1 | 2 | -3 | 1.6 | 0.0 | 0.3
CC(=O)Nc1ccc(Nc2c([N+](=O)[O-])cc(S(C)(=O)=O)cc2[N+](=O)[O-])cc1 | -4 | 8 | -2 | -6 | 3 | -35 | 4 | -2.6 | -1.1 | -0.4
CC(=O)Nc1ccc(Nc2ccc(N3C(=O)CCCC3=O)cc2[N+](=O)[O-])cc1 | -10 | 3 | 1 | -1 | -1 | -36 | -7 | 4.1 | 0.7 | -0.7
O=C(NCc1ccccc1)c1ccccc1-c1nc2ccccc2[nH]1 | -8 | -1 | 1 | -2 | -6 | 0 | 4 | -0.5 | 0.7 | -0.1
Cc1c(Cl)cccc1NC(=O)c1ccc(OCC(=O)NCc2ccccc2)cc1 | -4 | -1 | 2 | -4 | -1 | -1 | -10 | 0.0 | -1.4 | -0.7
CCc1cccc2c(C(=O)CN3C(=O)N(C)C4(CCCCC4)C3=O)c[nH]c12 | -10 | -10 | -2 | -4 | -1 | 8 | 2 | 3.6 | -0.3 | 1.1
CCOC(=O)c1c[nH]c2c(Cl)c(Cl)ccc2c1=O | 5 | 1 | -1 | -1 | -4 | 7 | -3 | -0.9 | -0.7 | 1.4
O=C(CSc1nnc(NC(=O)C2CCC2)s1)Nc1ccccc1Br | -8 | 4 | 2 | -2 | 6 | 2 | 0 | -0.5 | 0.1 | 0.1
CC(=O)Nc1ccc(CNc2nc(NC(C)C)nc3cc(-c4ccccc4)sc23)cc1 | / | -25 | 8 | -4 | 5 | -17 | -4 | 5.4 | 0.5 | -0.3
COc1ccc(N2CCN(C(=O)COc3cccc4ccccc34)CC2)cc1 | 1 | -1 | 0 | -5 | 8 | -3 | -12 | 1.8 | -0.6 | /
CCOc1ccc(N=Cc2c(C)[nH]n(-c3nc4ccccc4[nH]3)c2=O)cc1 | 42 | 8 | 1 | -3 | -16 | -7 | -9 | -1.7 | -5.7 | 0.8
O=C(NCCCc1ccncc1)C1CCC(=O)N(Cc2cccc(F)c2)C1 (stereo unspecified) | -4 | 1 | 1 | -1 | 5 | -2 | -6 | -1.1 | -0.5 | -0.8
O=C(NCCCn1ccnc1)c1nc(Cn2cc([N+](=O)[O-])cn2)no1 | -10 | 2 | -4 | -2 | 8 | 0 | 8 | -1.7 | -0.6 | -0.2
N#Cc1nc(COc2ccc(-c3ccccc3)cc2)oc1NCc1cccnc1 | -5 | 1 | 2 | -2 | 6 | 19 | -6 | -1.3 | -0.2 | -0.3
CCN(Cc1cccc(F)c1)C(=O)c1ccc2ccccc2n1 | -3 | -3 | -1 | -6 | 0 | -1 | -1 | -1.2 | 0.5 | 0.8

No enrichment for hits (roughly 4.3% active in at least one column).
